APJ ag = APJ receptor agonism. P35414. CHO-K1 APJ PathHunter beta-arrestin, luminescence; 0% DMSO wells, 100% apelin. activation, % at 20 µM. 0.11% of 330,000 active;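 active means activation more than six SD over the plate average, tested at 20 µM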;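 further: 0% = DMSO alone and 100% = apelin-13 at 10 nM; some results filed as inactive read as strong as hits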
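Test system: CHO-K1 APJ beta-arrestin complementation cell line. Amount: cell density 1000 per well. Controls: DMSO negative, 10 nM Apelin-13 positive. Signal: luminescent beta-gal fragment complementation, chemiluminescent substrate. Read-out basis: agonist-driven arrestin binding to APJ. Timing: compound stimulation 90 min at 25 °C, detection 60 min.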
EBI2 block = EBI2 (human) antagonism; P32249; EBI2 beta-arrestin recruitment, luminescence, 7a,25-OHC stimulated; 0.81% of 360,000 active; inhibition, % at 5 µM; in the data active means inhibition above about 38%;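 further: enzyme fragment complementation signal reports receptor beta-arrestin coupling in cells; 0% = agonist plus DMSO wells and 100% = wells without agonist; some results beyond the cut were filed as inactive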
APJ antagonist = blocks the human apelin receptor APJ; P35414; CHO-K1 APJ beta-arrestin complementation, luminescence; inhibition, % at 20 µM; 0.32% of 330,000 active;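 active means inhibition above about 40% at 20 µM, limit read from the data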;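 further: cells challenged with 10 nM apelin-13 agonist together with compound; plate controls were apelin-13 plus DMSO wells for no effect and DMSO wells lacking apelin-13 for full effect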
CCR6 antag = antagonists of human CCR6 receptor; P51684; CHO-K1 CCR6 PathHunter beta-arrestin, luminescence, CCL20-stimulated; inhibition, % at 20 µM; 0.49% of 340,000 active;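 active means compounds whose inhibition of the agonist-driven luminescence signal at 20 µM reaches about 50%, limit read from the data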;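 further: cells stimulated with CCL20 at 14 nM final; plate controls were DMSO with CCL20 for no effect and DMSO without agonist for full effect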
Target sequence (P51684 whole entry, looked up): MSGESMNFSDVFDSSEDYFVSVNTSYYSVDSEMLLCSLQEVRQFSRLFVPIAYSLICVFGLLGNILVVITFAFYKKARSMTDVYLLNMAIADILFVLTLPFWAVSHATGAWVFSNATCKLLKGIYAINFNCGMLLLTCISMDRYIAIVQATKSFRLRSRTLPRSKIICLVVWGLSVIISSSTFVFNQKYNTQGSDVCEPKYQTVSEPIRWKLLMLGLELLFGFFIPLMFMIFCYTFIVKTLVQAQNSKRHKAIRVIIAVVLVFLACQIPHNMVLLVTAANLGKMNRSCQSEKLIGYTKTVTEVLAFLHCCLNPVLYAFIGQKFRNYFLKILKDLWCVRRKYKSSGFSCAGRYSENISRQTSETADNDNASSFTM
CXCR6 inh = inhibitors of human CXCR6 receptor; AID 602244; CHO-K1 PathHunter CXCR6 beta-arrestin, luminescence; inhibition, % at 20 µM; 0.36% of 360,000 active; in the data active means inhibition above about 34%, passing the limit was not always enough;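 further: antagonist mode with CXCL16 agonist at 10 nM final; 0% = 10 nM CXCL16 with DMSO and 100% = unstimulated wells without agonist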
Target sequence (O00574 whole entry, looked up): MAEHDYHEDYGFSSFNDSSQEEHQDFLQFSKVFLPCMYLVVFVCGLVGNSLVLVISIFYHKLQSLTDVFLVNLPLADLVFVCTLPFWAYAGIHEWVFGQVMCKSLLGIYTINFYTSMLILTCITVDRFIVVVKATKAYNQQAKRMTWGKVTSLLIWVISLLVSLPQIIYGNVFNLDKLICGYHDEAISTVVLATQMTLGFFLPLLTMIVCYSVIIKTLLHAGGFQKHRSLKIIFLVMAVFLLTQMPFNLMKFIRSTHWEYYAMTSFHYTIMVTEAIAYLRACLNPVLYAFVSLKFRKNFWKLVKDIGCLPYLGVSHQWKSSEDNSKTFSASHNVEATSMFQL
Gli-Sufu block = Gli-Sufu pathway antagonism; inhibition, % at 5 µM; Sufu-KO-LIGHT fibroblasts, Gli luciferase reporter luminescence; 0.74% of 340,000 active;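 active means inhibition above about 55%, limit read from the data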;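 further: 0% = DMSO-treated cells and 100% = wells with medium but no cells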
ATG4B inh = ATG4B (human) cysteine protease inhibition | 0.51% of 340,000 active | inhibition, % at 8.33 µM | ATG4B cleavage of LC3-PLA2, NBD-HPC fluorescence, 1 h; in the data active means inhibition above about 40%
Target sequence (Q9Y4P1 whole entry, looked up): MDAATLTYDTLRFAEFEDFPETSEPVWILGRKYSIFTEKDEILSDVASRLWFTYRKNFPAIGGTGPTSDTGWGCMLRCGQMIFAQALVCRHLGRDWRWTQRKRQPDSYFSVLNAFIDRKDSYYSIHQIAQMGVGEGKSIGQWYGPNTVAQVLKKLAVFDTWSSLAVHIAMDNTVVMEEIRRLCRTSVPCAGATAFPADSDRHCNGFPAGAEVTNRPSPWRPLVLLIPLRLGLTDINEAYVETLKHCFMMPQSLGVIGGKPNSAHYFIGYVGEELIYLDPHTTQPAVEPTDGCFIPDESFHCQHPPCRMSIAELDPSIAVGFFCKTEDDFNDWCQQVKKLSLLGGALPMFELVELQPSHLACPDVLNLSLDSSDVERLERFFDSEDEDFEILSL
UBC13 polyUb = inhibitors of human UBC13 polyubiquitin chain formation. AID 485273. inhibition, % at 20 µM. TR-FRET. 0.47% of 330,000 active. P61088; in the data active means inhibition above about 45%, passing the limit was not always enough; inconclusive means no clear call, values can overlap the other calls
* marks the source's active call; other numbers are inactive results; ? = inconclusive; / = no result given; & = joins results of further samples.

Values in the order: UBC13 polyUb	CXCR6 inh	EBI2 block	APJ ag	APJ antagonist	ATG4B inh	Gli-Sufu block	CCR6 antag
> O=C(COC(=O)c1ccc(S(=O)(=O)C(F)F)cc1)Nc1cccnc1Cl
→ -5	-8	8	-3	-10	-10	-8	-4
> CCOC(=O)C1(CCOC)CCN(Cc2ccccc2-c2ccco2)CC1
→ 4	-7	-5	-2	-4	2	14	10
> COc1ccc(OC)c(C(=O)c2ccc(C(=O)Nc3ccc(NC(C)=O)cc3)cc2)c1
→ -8	20	-14	0	4	12	-3	23
> CCc1ccc(C(=O)COC(=O)c2ccccc2OC)cc1
→ -2	-8	-4	2	1	-2	6	12
> COc1ccc(Nc2cc(C(=O)NCCCN3CCN(C)CC3)c3ccccc3n2)c(OC)c1
→ 1	-7	1	-4	19	-3	-3	13
> CCOC(=O)c1sc(=NC(=O)c2cccc(C)c2)n(C)c1C
→ 32	-8	0	-1	3	-2	-28	6
> COc1ccc(N2C(=O)CC(N3CCC(O)(c4ccc(Br)cc4)CC3)C2=O)cc1 (stereo unspecified)
→ -6	-7	-8	1	-16	-8	3	6
> COc1ccc(NC(=O)c2cc(C3CC3)on2)c(OC)c1
→ 3	5	3	-2	-3	-13	-54	7
> CCc1cc2cc(C(=O)Nc3ccccc3F)sc2s1
→ -9	8	12	0	2	20	-66	-9
> CC(C)N1C(=S)SC(C)(C)C1NO (stereo unspecified)
→ -6	9	-18	-2	21	-6	2	18
> CCCCSc1nnc2n(CCc3ccccc3)c(=O)c3c4c(sc3n12)COC(C)(C)C4
→ -9	26	4	-4	12	3	6	13
> Cc1cccc(/C(N)=N/OC(=O)N2c3ccccc3Sc3ccccc32)c1
→ 7	-9	-2	7	-25	19	-2	5
> O=C(NN1C(=O)c2cc(Br)ccc2NC1c1ccccc1Cl)c1ccncc1 (stereo unspecified)
→ 4	2	-1	1	2	1	-3	9
> O=S(=O)(O)c1nc2ccccc2n1Cc1ccc(Cl)cc1Cl
→ -11	11	-6	-3	3	3	10	3
> CCC(C)c1ccc(O)c(NC(=O)c2ncn[nH]2)c1 (stereo unspecified)
→ 8	-2	0	5	6	7	-3	-4
> COc1ccc(OC)c(NC(=O)c2[nH]c(C)c(C(C)=O)c2C)c1
→ 13	-2	-8	-2	14	-4	-13	-2
> Cc1nc(NC(=O)/C=C/c2ccccc2)sc1C(=O)NCCO
→ -10	-10	-1	-4	28	3	-10	17
> Cc1cc(=O)n2nc(N3CCCC3C(=O)Nc3ccccc3C)sc2n1 (stereo unspecified)
→ -3	-5	-3	0	-1	-4	-4	10
> COC(=O)C(C)N1C(=O)S/C(=C\c2ccc(-c3ccc(C(=O)O)cc3C)o2)C1=O (stereo unspecified)
→ 4	2	-4	-6	19	17	-15	5
> Cn1c(C(=O)N2CCN(C(=O)c3ccco3)CC2)cc2c(=O)n(C)c3ccccc3c21
→ 2	2	-1	-3	9	-7	-3	0
> COc1ccccc1C=NN=Cc1ccccc1O
→ /	0	1	/	/	4	-30	1
> COc1ccc(OC)c(NS(=O)(=O)c2ccc(Cl)nc2)c1
→ 3	-9	-4	-4	-12	2	0	-8
> COc1ccc(-c2nnn(CCC(=O)O)n2)cc1
→ 7	-6	-10	-6	-18	-5	2	0
> CS(=O)(=O)c1ccc2nc(NC(=O)c3ccc(Cl)cc3)sc2c1
→ 7	4	9	-3	-26	-3	-28	6
> CC(C)(C)n1nnnc1C(c1ccc(C(F)(F)F)cc1)N(Cc1ccc(F)cc1)Cc1ccco1 (stereo unspecified)
→ -11	5	19	-3	1	1	16	-4
> O=C(Nc1cccc(Cl)c1N1CCOCC1)c1cccs1
→ 4	-1	9	-5	9	25	8	3
> COc1ccc(NC(=O)c2nc[nH]c2C(=O)N[C@@H](C)C(=O)OC(C)(C)C)cc1
→ 7	10	-35	-1	3	4	-4	6
> O=C(Nc1c(F)cc(F)cc1Br)c1cc(-c2ccccc2)on1
→ 2	8	12	-2	-18	11	-2	11
> COc1ccccc1N(Cc1ccccc1)S(=O)(=O)c1cc(C(=O)O)ccc1Cl
→ -4	-4	6	-1	2	-9	9	0
> COc1cccc(N2CCN(CC(=O)Nc3ccc(S(=O)(=O)N4CCCCCC4)cc3)CC2)c1
→ 18	2	-2	5	-14	-12	8	10
> CC(=O)Nc1ccc(S(=O)(=O)N2CCN(CCN3CCOCC3)CC2)cc1Cl
→ ?	-3	4	-3	-6	-9	6	16
> O=C1C2=C(Nc3ccccc3SC2c2ccco2)c2ccccc21 (stereo unspecified)
→ -56	19	4	-6	-1	23	-1	44
> O=C(CCNS(=O)(=O)c1ccc(Cl)cc1)N1CCN(c2ccccn2)CC1
→ 7	6	-11	-2	17	-2	6	3
> Cc1cc(C)c2c(=O)[nH]c(SCc3ccccc3C)nc2n1
→ -2	5	12	-2	-1	8	-3	13
> COC(=O)c1ccncc1C(=O)Nc1ccc(Oc2ncc(C(F)(F)F)cc2Cl)cc1
→ 6	-3	-11	0	9	2	7	-12
> N/C(=N/OC(=O)c1ccccc1Cl)c1nonc1N
→ 7	0	-3	-3	-8	-3	5	-4
> CC(=O)N1CCN(C2=Nc3cccc4cccc2c34)CC1
→ -23	-12	0	9	-17	0	1	8
> COc1cc(/C=N/NC(=O)C(NC(=O)c2ccccc2)c2n[nH]c(=O)c3ccccc23)ccc1OCC(N)=O (stereo unspecified)
→ -7	3	-5	3	17	-6	6	6
> COC(=O)C(C)Sc1nc2c(cnn2-c2ccc(Cl)cc2)c(=O)[nH]1 (stereo unspecified)
→ -8	3	-5	-1	-5	2	60*	7
> N#C/C(=C/C=C/c1ccccc1)C(=O)Nc1ccccc1
→ -10	6	6	-5	3	-7	-6	18
> Cc1ccc(S(=O)(=O)N(C)C)cc1NC(=S)NNC(=O)C1CC1
→ -3	19	-3	-3	27	-6	-3	24
> O=S(=O)(c1ccc(NC(=S)N2CCN(c3ccccc3F)CC2)cc1)N1CCOCC1
→ 8	-4	6	4	5	-2	6	13
> Cc1ccc2oc(C(=O)NCC(c3ccco3)N3CCCC3)c(C)c2c1 (stereo unspecified)
→ 4	-2	1	1	12	6	14	10
> C=CCN1C(=O)N(c2ccc(Cl)cc2)C(=O)C1CC(=O)Nc1ccc(F)cc1 (stereo unspecified)
→ 0	-4	-1	-2	-13	5	18	-8
> OC(COc1ccc2ccccc2c1)CN1CCOCC1 (stereo unspecified)
→ -8	6&-8	5&6	0	4	-12&-1	-17&-27	3&-6
> CCOc1ccccc1N1CC(C(=O)N(CC)CC(=O)Nc2ccc3c(c2)OCCO3)CC1=O (stereo unspecified)
→ 16	1	-4	-1	13	0	-5	5
> O=C(CS(=O)(=O)c1ccc2ccccc2c1)Nc1ccccc1Cl
→ -1	-10	-4	0	22	2	30	1
> Cc1[nH]c2ccccc2c1NC(=O)CN1CCN(c2cccc(C(F)(F)F)c2)CC1
→ 6	6	7	0	-2	-17	1	-19
> COc1ccccc1-c1cc(C(=O)NC2CCN(C)CC2)c2ccc(Cl)c(C)c2n1
→ 42	-2	-12	-3	29	-3	6	32
> CCC(C)(C)NC(=O)C(c1ccccc1F)N(Cc1ccco1)C(=O)c1csnn1 (stereo unspecified)
→ 5	3	-14	-4	16	10	-6	1

Remaining list, next part.
Values in the order: UBC13 polyUb	CXCR6 inh	EBI2 block	APJ ag	APJ antagonist	ATG4B inh	Gli-Sufu block	CCR6 antag
> COc1ccccc1NC(=O)CCCCCN1C(=O)c2cccc([N+](=O)[O-])c2C1=O
→ 11	2	3	-1	-4	-4	9	-5
> Cc1cc2cccc(C)c2nc1SCC(=O)NNC(=O)c1ccco1
→ -2	-14	-1	0	28	5	19	-2
> Cn1c(=O)cc(OCCCC(=O)NCc2ccc(F)cc2Cl)c2ccccc21
→ 25	1	-5	-3	-1	8	1	-8
> Cc1ccc(C(=O)Nc2ncccc2O)cc1S(=O)(=O)N1CCCCC1
→ -11	-7	-13	-5	7	6	-10	10
> O=C(Nc1ccccc1NC(=O)c1ccco1)c1ccco1
→ -8	5	17	-1	2	-8	6	-15
> Cc1csc2nc(O)c(C(=O)NCCCc3ccccc3)c(=O)n12
→ -3	2	0	6	12	3	-5	4
> CCn1c(SC(C)C)nnc1-c1c[nH]c2ccccc12
→ 9	-8	-4	6	1	3	-9	0
> CCOC(=O)C1=C(C)N(CCCC(=O)O)C(=O)NC1c1ccccc1OS(=O)(=O)c1ccc([N+](=O)[O-])cc1 (stereo unspecified)
→ -10	-27	-17	27	-156	-12	-10	-17
> CCN(CC(=O)Nc1ccc(OC)cc1)C(=O)c1cc2c(s1)CCCCC2
→ -6	-5	-3	-1	-45	-7	-15	-1
> O=c1oc(-c2cc3ccccc3o2)nc2sc3c(c12)CCCC3
→ 3	6	5	2	23	-3	-45	8

One compound at a time, from the list above. Screens in order: UBC13 polyUb	CXCR6 inh	EBI2 block	APJ ag	APJ antagonist	ATG4B inh	Gli-Sufu block	CCR6 antag
`Cn1c(C(=O)N2CCN(C(=O)c3ccco3)CC2)cc2c(=O)n(C)c3ccccc3c21` is entered as 2	2	-1	-3	9	-7	-3	0
`Cc1ccc(C(=O)Nc2ncccc2O)cc1S(=O)(=O)N1CCCCC1` is entered as -11	-7	-13	-5	7	6	-10	10

(list continues)
Values in the order: UBC13 polyUb	CXCR6 inh	EBI2 block	APJ ag	APJ antagonist	ATG4B inh	Gli-Sufu block	CCR6 antag
> CCOC(=O)c1ccccc1Cc1nc2ccccc2c(=O)[nH]1
→ 4	-1	-4	-1	-2	12	-4	6
> CCOc1ccc(S(=O)(=O)N2CCC(C(=O)NCc3ccccn3)CC2)cc1
→ 1	-3	0	2	5	-11	27	-4
> O=C1CC(NNc2nc3ccccc3s2)C(=O)N1c1ccccc1 (stereo unspecified)
→ 17	-11	0	-5	24	8	2	2
> COc1ccc2cc(C(=O)Nc3ccc(Cl)cc3)sc(=O)c2c1OC
→ -2	1	-10	-2	10	14	-2	20
> Cc1ccccc1NC(=O)Nc1ccc2c(c1)OCO2
→ -6	6	4	3	-29	0	-58	6
> COc1cc2c(cc1OC)CN(CC(=O)Nc1ccc(S(=O)(=O)N(C)C)cc1)CC2
→ 4	-17	7	-2	13	-6	-15	-4
> NC(=O)CC(NC(=O)Cc1cccc2ccccc12)c1ccc(NCc2ccccc2)c([N+](=O)[O-])c1 (stereo unspecified)
→ -37	20	9	-8	-21	-1	-3	18
> CNc1oc(C)nc1S(=O)(=O)c1ccc(C)cc1
→ -16	0	-5	4	3	-2	4	-8
> Cc1ccc(NC(=O)[C@@H](CC(C)C)NC(=O)[C@@H]2Cc3ccccc3CN2)cc1
→ 7	-7	-2	-4	19	-4	-10	0
> CS(=O)(=O)c1cnc(-c2ccccc2)nc1Oc1ccc(F)cc1
→ -5	0	2	8	6	5	-2	-3
> COc1ccccc1CCNC(=O)C(=O)NCC1CCCN1S(=O)(=O)c1ccccc1 (stereo unspecified)
→ 1	12	1	2	7	-3	25	0
> CN1OC(c2ccccc2)=C(CO)C1c1ccccc1 (stereo unspecified)
→ 2	10	-22	3	9	6	22	25
> CN(C)C(CNc1ncnc2sccc12)c1cccs1 (stereo unspecified)
→ 5	3	-5	-2	9	2	-1	-7
> CCc1ccc(S(=O)(=O)NCCc2cn3cccc(C)c3n2)s1
→ 3	-1	-8	-1	6	-10	3	7
> Nn1c(Cc2cccc3ccccc23)nnc1SC1CCOC1=O (stereo unspecified)
→ -1	-8	5	1	-2	-11	3	14
> CC(C)n1c(NCc2cc(Cl)ccc2O)nc2ccccc21
→ 67*	-18	5	0	4	-7	5	5
> CN(CC(=O)Nc1cccc(F)c1)C(=O)c1ccc2c(c1)NC(=O)CS2
→ 1	-4	4	-3	-8	-42	2	-4
> CC(NC(=O)c1cc(F)c(F)cc1Cl)C1CC2CCC1C2 (stereo unspecified)
→ 2	-4	3	-1	15	-13	-5	16
> COc1ccc2oc(C(=O)Nc3nc(C)cs3)c(C)c2c1
→ 0	-8	5	-1	18	-2	-119	7
> COc1ccc(N=C2SC(C(=O)Nc3ccc(C(=O)O)cc3)CC(=O)N2Cc2cccs2)cc1 (stereo unspecified)
→ -4	-2	-5	-1	-9	8	0	17
